Screens: PubChem, National Center for Advancing Translational Sciences (NCATS)
BRCT inh red: BRCT-phosphoprotein interaction inhibition (red fluorophore); Potency, µM (doses to about 76.9 µM), for the others: at the highest dose activity change, negative = inhibition, most hits filed as inhibitors; P38398; BRCT-phosphopeptide binding, red fluorescence polarization; hit rate 0.03% among 75,000; further: on the % scale 0 is the no-effect control and ±100 the full control effect
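Rhodamine-labelled pBACH1 10-mer (100 nM) bound to BRCT domain (100 nM) at pH 7.3; compounds incubated 12 min room temperature, polarization read. Free peptide defines full inhibition; unlabelled decapeptide titrated as control.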
ERK AVP block: blocks ERK signaling stimulated by vasopressin; HEK293-V1b, vasopressin-stimulated pERK AlphaScreen; Potency, µM (doses to about 57.5 µM), for inactives: at the highest dose activity, negative = inhibition, actives largely listed as inhibitors; hit rate 0.99% among 72,000; AID 995; further: potency means the concentration at half of the fitted maximal effect; on the % scale 0 is the no-effect control and ±100 the full control effect; nearly all actives have a fitted effect of over 55% in size
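Phosphorylated ERK1/2 detected via AlphaScreen bead proximity in lysates of V1b-expressing HEK293 cells given 25 nM vasopressin for 5 min after 30 min compound exposure (37 °C). AC50 from Hill equation; basal DMSO 0%, vasopressin 100%.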
HEK293 cAMP ctrl: raises cAMP in parental HEK293 cells, TSHR agonist counter-screen. Potency, µM (top dose mostly 57.1 µM), for the others: top-dose activation, hits mostly activators. hit rate 2.5% among 73,000. parental HEK293 CNG cAMP sensor, membrane potential fluorescence. AID 938; further: potency means the concentration at half of the fitted maximal effect; % of control where 0% means no effect; nearly all actives have a fitted effect of over 55% in size
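Counterscreen for endogenous-receptor signalling: CNG-channel HEK 293 cells report cAMP rise by membrane depolarization. After 60 min dye equilibration with 100 uM RO 20-1724, compounds incubated 30 min before bottom-read fluorescence at 590 nm.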
A350 autofl: A350 region autofluorescence | Compound autofluorescence, 340/450 nm, Alexa 350 dye-equivalents; stronger effect = higher value | max dye-equivalent concentration, M | hit rate 11% among 59,000; in the data active means max dye-equivalent concentration above about 10 nM; inconclusive means mostly about 1.1 nM to 9.6 nM
USP2a inh: blocks human ubiquitin-specific protease USP2a | O75604 | hit rate 0.1% among 60,000 | USP2a enzymatic assay, qHTS inhibition | Potency, µM (series often up to 38.3 µM), for the others: at the highest dose activity change, negative = inhibition, most hits filed as inhibitors;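 further: potency means the concentration at half of the fitted maximal effect; nearly all actives have a fitted effect of over 60% in size; plate controls were DMSO for no effect and NEM full inhibition control for full effect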
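USP2 core (20 nM final) was preincubated with compound for 30 min at RT in 20 mM Tris-HCl pH 8.0, 2 mM CaCl2, 2 mM beta-mercaptoethanol; Ub-PLA2 (20 nM) plus NBD C6-HPC (20 uM) then added, fluorescence read after 2.5 h.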
BRCT PPI green: BRCA1 BRCT-phosphoprotein interaction inhibition | P38398 | BRCA1 BRCT-phosphopeptide binding, green fluorescence polarization | Potency, µM (top dose mostly 76.9 µM), inactives show at the top dose activity change, negative = inhibition, actives largely listed as inhibitors | hit rate 0.05% among 75,000;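 further: potency means the concentration at half of the fitted maximal effect; plate controls were peptide without protein for full effect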
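Compounds were incubated for 12 min at room temperature with a complex of 100 nM fluorescein-tagged pBACH1 decapeptide and 250 nM His-tagged BRCT protein. Buffer was phosphate pH 7.3 with EDTA, DTT and Tween 20. Disruption of binding lowers the polarization signal.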
Caspase-7 inhib: blocks human caspase-7 allosterically or competitively | P55210 | recombinant caspase-7, Ac-DEVD-AFC fluorescence rate | Potency, µM (doses to about 57.5 µM), without a hit: top-dose activity change, negative = inhibition, usual class: inhibitors | hit rate 0.02% among 75,000; active means well fitted inhibition curve with a large enough effect in the main read-out, with a control signal flat, not every such curve was filed as active; inconclusive means small, poorly fitted or top-dose-only effect, or a change in a side signal; further: potency means the concentration at half of the fitted maximal effect; % of control where 0% means no effect
Casp1 inh: caspase-1 (human) inhibition, allosteric or competitive; Caspase-1 enzyme, Ac-WEHD-AFC fluorogenic rate; Potency, µM (titrated, usually from 57.5 µM), without a hit: at the top dose activity change, negative = inhibition, hits mostly inhibitors; hit rate 0.03% among 75,000; AID 900;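 further: potency means the concentration at half of the fitted maximal effect; plate controls were vehicle for no effect and no substrate for full effect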
Tau filament bind: tau filament binding; P10636; hit rate 2% among 71,000; recombinant tau filaments, thioflavin S fluorescence, 15 h; filaments grown with octadecylsulfate alongside compound; Potency, µM (series often up to 57.1 µM), without a hit: at the top dose activity change, negative = inhibition; AID 596;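 further: potency means the concentration at half of the fitted maximal effect; on the % scale 0 is the no-effect control and ±100 the full control effect; actives lower thioflavin S fluorescence by blocking filaments or displacing dye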
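Read-out: ThS fluorescence, 450 nm excitation/510 nm emission; lower signal marks blocked filament formation or displaced dye. Tau at 1 uM with 30 uM ODS, 10 uM ThS, 5 mM DTT, 100 mM NaCl, 10 mM HEPES pH 7.4; 15 h, 37 C.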
CRE Fsk mod: alters forskolin-stimulated CRE reporter signaling in CHO cells | hit rate 2.5% among 71,000 | CHO CRE-bla reporter (cAMP response element driving beta-lactamase), forskolin EC10, beta-lactamase ratio | Potency, µM (highest dose often 38.2 µM), for the others: at the top dose activity change, negative = inhibition, hits mostly activators; active means well fitted activation curve with a large enough effect in the signal ratio, with a control signal flat, not every such curve was filed as active; inconclusive means small, poorly fitted or top-dose-only effect, or effect the other way, or a change in a side signal; the % refers to the signal ratio; further: potency means the concentration at half of the fitted maximal effect; % of control where 0% means no effect
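CHO CRE-bla cells, overnight plating in Opti-MEM with 0.5% dialyzed FBS; cpd titration + EC10 NKH 477, 3 h 37 °C; CCF4 2 h RT; ex 405/em 460 vs 530 ratio → %Activity, AC50.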
FLuc inh: firefly luciferase inhibition | P08659 | purified firefly luciferase, luminescence, 8 min | Potency, µM (doses to about 57.1 µM), inactives show at the highest dose activity change, negative = inhibition, hits mostly inhibitors | hit rate 2.2% among 72,000; further: potency means the concentration at half of the fitted maximal effect; on the % scale 0 is the no-effect control and ±100 the full control effect; nearly all actives have a fitted effect of over 40% in size
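qHTS concentration-response profiling: light output of P. pyralis luciferase with luciferin and 10 uM ATP, imidazole buffer pH 7.2. Read by luminescence after 8-min room-temperature incubation.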
An asterisk follows results filed as active; i = inactive; ? = inconclusive; · = no result given; & = joins results of further samples; [ ] = remark or other dose. Unless noted, the call rests on the fitted dose curve; in most records, active means well fitted curve in the direction sought with a large enough effect; inconclusive means small, poorly fitted or top-dose-only effect, or another doubt; inactive means no such curve, though single readings can be large; an effect the other way counts as inactive or inconclusive.

SMILES,BRCT inh red,ERK AVP block,HEK293 cAMP ctrl,A350 autofl,USP2a inh,BRCT PPI green,Caspase-7 inhib,Casp1 inh,Tau filament bind,CRE Fsk mod,FLuc inh
CCCCn1c(=O)c(C(=O)Nc2nc3ccccc3[nH]2)c(O)c2ccccc21,0.8%,-11%,11%,?,25%,-0.8%,-1%,1%,-1%,4%,1%
CC[C@H](CO)NC(=O)[C@@H]1C=C2c3cccc4[nH]cc(c34)C[C@@H]2N(C)C1,-2.6%,-14%,?,5.6e-08M*,-3%,-2.6%,-13%,-6%,20%,-10%,1%
COC(=O)N(c1ccccc1)P1(=S)OCCO1,-0.4%,2%,6%,i,-6%,-0.8%,-3%,-5%,6%,4%,-2%
C[C@@H]1O[C@@H](O[C@H]2C[C@@H](O)[C@]3(CO)[C@@H]4[C@@H](O)C[C@]5(C)[C@H]([C@@H]6COC(=O)C6)CC[C@@]5(O)[C@H]4CC[C@@]3(O)C2)[C@H](O)[C@H](O)[C@@H]1O,1.9%,4%,25µM*,i,2%,-1.8%,1%,1%,-9%,2%,1%
CC1=CC(=C2C(=O)NC(=O)NC2=O)C=C(C(F)(F)F)N1C(C)C,-2.1%,-9%,-4%,·,1%,-2.2%,-5%,0%,-1%,?,0%
O=C(Cc1ccccc1)N1CCN(Cc2ccccn2)CC1,0.3%,-3%,3%,i,-6%,-1.9%,0%,0%,0%,-2%,2%
C=C(CC1(CNP(=O)(c2ccccc2)c2ccccc2)CC1)c1ccccc1,2.2%,1%,?,·,·,-2.0%,-2%,-3%,-2%,-3%,·
CCN1CCN(C(=O)COc2cc(=O)n(CC)c3ccccc23)CC1,-0.3%,13%,0%,i,-1%,-1.5%,0%,4%,2%,11%,1%
O=P(c1ccccc1)(c1ccccc1)N1CC2(CC2)CC(O)(c2ccccc2)C1 (stereo not drawn),-2.7%,13%,0.79µM*,·,·,-0.3%,-2%,5%,2%,-7%,·
O=[N+]([O-])OC1CO[C@H]2C(O[N+](=O)[O-])COC12 (stereo partly drawn),-0.4%,18%,·,·,-7%,-0.9%[3.08 µM],0%,2%,·,·,·
CC(=O)N[C@@H]1CCSC1=O,0.3%[34.4 µM],1%[25.7 µM],-2%[25.6 µM],i,-2%[17.1 µM],2.7%[34.4 µM],2%[25.7 µM],-6%[25.7 µM],-21%[25.6 µM],-4%[17.1 µM],-2%[25.5 µM]
OCC(O)Cc1ccc2c(c1)OCO2 (stereo not drawn),0.6%,18%,·,·,-5%,-1.7%[3.08 µM],1%,2%,·,·,·
CNC(=O)O/N=C/C(C)(C)S(C)=O (stereo not drawn),-2.1%,8%,-28%,·,·,-0.3%,0%,-2%,4%,-2%,·
CCCN(CCC)C1Cc2cc(OC)c(OC)cc2C1,-6.1%&-1.5%,10%&4%,19%&3%,i,3%,-1.4%&-5.3%,0%&1%,2%&6%,?,?,-1%&2%
C[C@H](N)Cc1cnc[nH]1,-0.9%&1.5%,-7%&3%,26%&-6%,i,-6%,-2.7%&1.7%,1%&1%,0%&-2%,?,-8%&4%,1%&1%
COC(C)(C)CCCC(C)C/C=C/C(C)=C/C(=O)OC(C)C (stereo not drawn),1.8%,23%,?,·,-30%,9.4%,2%,-3%,-18%,7%,·

An excerpt of these results, with values under each structure:
Order of values: BRCT inh red, ERK AVP block, HEK293 cAMP ctrl, A350 autofl, USP2a inh, BRCT PPI green, Caspase-7 inhib, Casp1 inh, Tau filament bind, CRE Fsk mod, FLuc inh
> CNC(=O)O/N=C/C(C)(C)S(C)=O (stereo not drawn)
 : -2.1%, 8%, -28%, ·, ·, -0.3%, 0%, -2%, 4%, -2%, ·
> CCCN(CCC)C1Cc2cc(OC)c(OC)cc2C1
 : -6.1%&-1.5%, 10%&4%, 19%&3%, i, 3%, -1.4%&-5.3%, 0%&1%, 2%&6%, ?, ?, -1%&2%

Carrying on.
SMILES,BRCT inh red,ERK AVP block,HEK293 cAMP ctrl,A350 autofl,USP2a inh,BRCT PPI green,Caspase-7 inhib,Casp1 inh,Tau filament bind,CRE Fsk mod,FLuc inh
C=CCN1C[C@@H](C)N([C@H](c2ccc(C(=O)N(CC)CC)cc2)c2cccc(OC)c2)C[C@H]1C,2.7%,-1%,14%,i,15%,-2.7%,1%,-2%,4%,-5%,-3%
COc1cc2cc(c1Cl)N(C)C(=O)C[C@H](OC(=O)C(C)C)[C@]1(C)O[C@@H]1[C@@H](C)[C@H]1C[C@](O)(NC(=O)O1)[C@@H](OC)/C=C\C=C(\C)C2,-1.9%[15.4 µM],-16%[11.5 µM],1µM*,i,·,1.6%[15.4 µM],-2%[11.5 µM],-1%[11.5 µM],10%[11.4 µM],0.016µM*,3%[11.4 µM]
CC1=CC(=O)c2c(O)cccc2C1=O,-0.1%&-12%,?,·,·,-29%,-1.7%,?,?,·,·,·
CC(C)(C)NC[C@H](O)c1ccccc1Cl,-0.8%,5%,4%,i,-3%,-2.4%,1%,1%,-5%,2%,3%
CC(C)CC(=O)C[C@H](O)C(Cl)(Cl)Cl,-0.4%[15.4 µM],-6%[11.5 µM],15%[11.4 µM],i,·,-2.2%[15.4 µM],1%[11.5 µM],3%[11.5 µM],-2%[11.4 µM],4%[7.6 µM],1%[11.4 µM]
C[C@@H]1NCCc2cc(O)c(O)cc21,0.1%[34.4 µM],0%[25.7 µM],4%[25.6 µM],i,-7%[17.1 µM],-2.5%[34.4 µM],0%[25.7 µM],0%[25.7 µM],1%[25.6 µM],-5%[17.1 µM],4%[25.5 µM]
Cc1ccc(-c2nc3ccc(C)cn3c2CC(=O)N(C)C)cc1,-1.4%,11%,·,·,19%,1.7%[3.08 µM],-1%,3%,·,·,·
O=C1NC(=O)[C@]2(Cc3ccccc3N3CCN(c4ccccc4)CC32)C(=O)N1c1ccccc1 (stereo partly drawn),0.3%,-4%,26%,i,36%[activator],0.0%,-22%,-7%,-25%,-28%,-4%
CC(C)(C)c1o[nH]c(=O)c1C[C@H](N)C(=O)O,-1.9%&1.7%,5%&31%,1%&13%,i,-2%,0.3%&1.1%,1%&2%,0%&-2%,?,-6%&-4%,0%&1%
COC(=O)C(O)(c1ccc(N(C)S(=O)(=O)c2ccccc2)cc1)C(F)(F)F (stereo not drawn),-1.0%,?,?,·,·,-1.0%,-3%,-2%,8%,8%,-27%
O=P(O)(O)CCP(=O)(O)O,1.9%[15.4 µM],-10%[11.5 µM],-7%[11.4 µM],i,·,-0.1%[15.4 µM],0%[11.5 µM],-2%[11.5 µM],1%[11.4 µM],-3%[7.6 µM],2%[11.4 µM]
COC(=O)c1c(C)n(Cc2ccc3c(c2)OCO3)c2ccc(O)cc12,0.2%,?,?,i,19%,-0.6%,0%,-2%,-11%,11%,0%
C=CC1CN2CCC1CC2C(O)c1ccnc2ccccc12 (stereo not drawn),-1.2%&0.6%,21%&8%,·,·,-4%&-2%,1.8%&-1.6%[3.08 µM],1%&-1%,-2%&1%,·,·,·
c1ccc(C(OCCN2CCNCC2)c2ccccc2)cc1,-1.4%,-26%,10%,i,1%,-3.1%,-4%,4%,-9%,-8%,1%
CCOC(=O)C1(c2ccccc2)CCN(Cc2cccc(C(=O)O)c2)CC1,0.3%,-7%,1%,i,·,-1.8%,3%,-1%,10%,0%,0%
Cc1ccc(N=CN(C)C=Nc2ccc(C)cc2C)c(C)c1,-0.7%,-22%,·,·,-13%,-0.7%[3.08 µM],3%,-2%,·,·,·
CCCn1c(C)c(C(=O)c2cccc3ccccc23)c2ccccc21,-4.8%,35%[activator],13µM*,·,·,-2.5%,-3%,-2%,?,?,-1%
Oc1cc2c(cc1O)[C@H]1c3ccccc3CN[C@@H]1CC2,-1.6%,?,6%,1.1e-08M*,-2%,-2.6%,-1%,1%,11%,-9%,-28%
Cc1ccc(N)cc1C,0.8%,11%,12%,·,·,-0.3%,1%,1%,3%,-7%,·
COC[C@]12CN(C=O)C3C4C(OC)C1[C@@]3(C1CC3(O)C(OC)C(O)C4(OC(C)=O)C1C3OC(=O)c1ccccc1)[C@@H](OC)CC2O (stereo partly drawn),0.7%,15%,·,·,-4%,-3.5%,2%,-2%,·,·,·
CC(C1OC(C)(C)C(O)C1O)C1CC[C@@]2(C)C3=CCC4C(C)(C)C(=O)CC[C@]4(C)C3CC[C@@]12C (stereo partly drawn),-4.3%,39%[activator],·,·,50%[activator],-2.3%[3.08 µM],-5%,-1%,·,·,·

An excerpt; the hit share may differ from the screen's.
